Bcl-W Bim block – inhibitors of Bim binding to Bcl-W, primary screen, biochemical, multiplexed, bead-based flow cytometry; Bcl-2-like protein 2 (Homo sapiens), Q92843; Bim peptide-Bcl-W binding; inhibition, % at 10 µM; actives 0.02% (n = 190,000); AID 952, 2007;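 note: 0% = bound tracer without compound and 100% = peptide blocker; higher means less fluorescent Bim peptide bound to Bcl-W beads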
Target sequence (Q92843 whole entry, looked up): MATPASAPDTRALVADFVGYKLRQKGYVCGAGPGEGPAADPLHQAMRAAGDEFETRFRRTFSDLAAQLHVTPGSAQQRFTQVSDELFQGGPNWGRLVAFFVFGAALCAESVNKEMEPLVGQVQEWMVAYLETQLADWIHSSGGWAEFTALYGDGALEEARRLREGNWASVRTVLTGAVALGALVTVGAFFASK
Rab2 wt GTP – modulators of GTP binding to Rab2A wildtype, primary screen, biochemical, dog, bead-based flow cytometry, multiplex. Ras-related protein Rab-2A (Canis lupus familiaris), P61105. GST-Rab2 wt beads, Bodipy-GTP binding. GTP binding activity, % at 10 µM. actives 0.19% (n = 190,000). AID 760, 2007;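 active = GTP binding activity at least 20 points away from 100%, either lowered or raised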;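 note: 0% = beads with excess unlabeled GTP and 100% = no-compound control corrected for plate trend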
Bfl-1 Bim block – inhibitors of Bim binding to Bfl-1, primary screen, biochemical, multiplexed, bead-based flow cytometry. Bim-Bfl-1 binding inhibition. actives 0.12% (n = 190,000). inhibition, % at 10 µM;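 note: 0% = wells without compound plus tracer and 100% = blocker peptide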
HRas wt GTP bind – modulators of GTP binding to HRas wildtype, primary screen, biochemical, bead-based flow cytometry, multiplex; GTPase HRas (Homo sapiens), P01112; GST-Ras wt beads, Bodipy-FL-GTP binding; actives lie on both sides; GTP binding activity, % at 10 µM; actives 0.14% (n = 190,000); AID 759, 2007;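 active = GTP binding activity at least 20% away from the 100% baseline, either lowered as inhibitor or raised as activator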;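 note: 0% = unlabeled GTP competition control and 100% = no-compound control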
Target sequence (P01112 whole entry, looked up): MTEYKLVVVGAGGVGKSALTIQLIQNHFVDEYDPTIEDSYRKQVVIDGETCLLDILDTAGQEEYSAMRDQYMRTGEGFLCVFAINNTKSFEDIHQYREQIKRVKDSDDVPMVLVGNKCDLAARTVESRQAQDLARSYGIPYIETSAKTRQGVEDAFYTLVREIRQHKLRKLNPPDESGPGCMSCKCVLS
Rab7 wt GTP bind – modulators of GTP binding to Rab7, primary screen, biochemical, wildtype, multiplex bead flow cytometry; GTP binding activity (percent of control), % at 10 µM; actives 0.055% (n = 190,000); GST-Rab7 beads, fluorescent GTP binding; actives lie on both sides; untreated = 100%, excess cold GTP = 0%; AID 758, 2007;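 active = fluorescent GTP binding to Rab7 beads changed by at least 20 points from the 100% baseline, either direction, mostly lower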;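 note: median green fluorescence of bound Bodipy-FL-GTP per Rab7 bead population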
Bcl-B Bim block – inhibitors of Bim-Bcl-B binding, primary screen, biochemical, multiplexed, human Bcl-2 family; Bcl-2-like protein 10 (Homo sapiens), Q9HD36; bead-based flow cytometry, Bim peptide-Bcl-B binding; inhibition, % at 10 µM; actives 0.073% (n = 190,000);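 note: 0% = tracer peptide without compound and 100% = reference inhibitor peptide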
Bim-Bcl-2 – inhibitors of Bim-Bcl-2 binding, primary screen, biochemical, multiplexed, human Bcl-2 family. Apoptosis regulator Bcl-2 (Homo sapiens), P10415. Bead-based flow cytometry, Bim peptide-Bcl-2 binding. actives 0.06% (n = 190,000). inhibition, % at 10 µM; in the data active = inhibition above about 40%;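 note: 0% = no compound wells with probe peptide and 100% = reference peptide inhibitor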
Target sequence (P10415 whole entry, looked up): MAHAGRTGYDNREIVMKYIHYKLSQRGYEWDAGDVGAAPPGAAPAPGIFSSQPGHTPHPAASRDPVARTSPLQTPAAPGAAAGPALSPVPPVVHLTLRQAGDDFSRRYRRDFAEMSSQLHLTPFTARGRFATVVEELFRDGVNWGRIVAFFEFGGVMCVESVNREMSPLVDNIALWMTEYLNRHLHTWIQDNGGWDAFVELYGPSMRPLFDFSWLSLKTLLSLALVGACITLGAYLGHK
Rac1 wt GTP bind – wildtype Rac1 GTP binding modulators, primary screen, biochemical, GST-Rac1 beads, flow cytometry, multiplex. actives 0.27% (n = 190,000). fluorescent GTP binding; actives lie on both sides; 0 = cold GTP competed, 100 = untreated. Ras-related C3 botulinum toxin substrate 1 (Homo sapiens), P63000. GTP binding activity (% of control), % at 10 µM;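 active = GTP binding activity at least 20 points away from the 100% control level, either lower or higher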
Bim-Bcl-XL – inhibitors of Bim-Bcl-XL binding, primary screen, biochemical, multiplexed, bead flow cytometry, human Bcl-XL. actives 0.04% (n = 190,000). Bim peptide-Bcl-XL binding, fluorescence. AID 1007, 2008. inhibition, % at 10 µM
Target sequence (Q07817 whole entry, looked up): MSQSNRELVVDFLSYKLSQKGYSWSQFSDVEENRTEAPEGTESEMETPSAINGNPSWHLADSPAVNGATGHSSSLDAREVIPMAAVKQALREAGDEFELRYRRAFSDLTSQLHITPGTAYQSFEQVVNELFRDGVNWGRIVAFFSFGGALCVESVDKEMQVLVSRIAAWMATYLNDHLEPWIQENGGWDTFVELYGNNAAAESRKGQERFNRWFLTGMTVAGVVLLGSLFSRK
Cdc42 wt – modulators of GTP binding to wildtype Cdc42, primary screen, biochemical, multiplex bead flow cytometry, Bodipy-GTP; Cell division control protein 42 homolog (Homo sapiens), P60953; GST-Cdc42 beads; actives lie on both sides; percent activity (GTP binding), % at 10 µM; actives 0.2% (n = 190,000); AID 761, 2007;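 active = percent activity GTP binding at least 20 points away from the 100% baseline, either down as inhibitor or up as activator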;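 note: median bead fluorescence of bound Bodipy-FL-GTP at 100 nM; 0% = excess unlabeled GTP control and 100% = no compound control; below 100% means less GTP binding so inhibitor and above means activator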
Target sequence (P60953 whole entry, looked up): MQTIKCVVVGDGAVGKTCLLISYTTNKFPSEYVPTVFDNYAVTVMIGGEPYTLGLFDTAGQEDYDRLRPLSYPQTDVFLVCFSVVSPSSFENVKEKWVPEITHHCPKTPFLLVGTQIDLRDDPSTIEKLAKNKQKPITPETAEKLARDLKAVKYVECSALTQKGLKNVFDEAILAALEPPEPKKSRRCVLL
Rac1 mut GTP – GTP binding modulators of activated mutant Rac1, primary screen, biochemical, bead-based flow cytometry, multiplex, fluorescent GTP | Ras-related C3 botulinum toxin substrate 1 (Homo sapiens), P63000 | GST-Rac1 activated beads; actives lie on both sides; 100% means binding = to untreated wells | percent activity (GTP binding), % at 10 µM | actives 0.11% (n = 190,000);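 active = GTP binding at least 20 percentage points away from the 100% baseline, in either direction, so actives lie on both sides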
Active calls of the source: *; / = no result given. Cut-off read from the data, not from the text of the source, unless noted: active = inhibition above about 40%. An unsorted share of the library; about 0.62% have a hit in one of these screens.

SMILES	Bcl-W Bim block	Rab2 wt GTP	Bfl-1 Bim block	HRas wt GTP bind	Rab7 wt GTP bind	Bcl-B Bim block	Bim-Bcl-2	Rac1 wt GTP bind	Bim-Bcl-XL	Cdc42 wt	Rac1 mut GTP
Nn1c(SCc2ccccc2)nnc1-c1ccccn1	-3	95	0	99	98	-1	0	97	-1	99	95
O=C(Nc1ccc(N2CCCC2)c(Cl)c1)c1ccccc1[N+](=O)[O-]	-4	99	-1	102	100	-6	-4	104	-7	100	101
CC(C)C[C@H](NC(=O)c1nc[nH]c1C(=O)NCc1ccccc1)C(=O)OCc1ccccc1	0	91	-4	94	95	-1	-1	93	1	90	93
Cc1nnc(SCC(=O)N2CCCCCC2)n(N)c1=O	2	103	-3	102	106	-1	4	103	-3	100	100
O=C(CN1CCCCCC1)NCc1ccccc1	0	98	3	98	98	3	6	98	1	99	97
Cc1ccc(C2=NN(C(=O)CCC(=O)O)C(c3cn(-c4ccccc4)nc3-c3ccc(C)cc3)C2)cc1 (stereo not given)	-2	93	-4	96	95	-3	-1	97	-3	86	93
O=[N+]([O-])c1cnc2ccccc2c1	1	99	0	98	102	-3	1	100	0	98	100
COc1cccc(C(=O)COC(=O)C(C)N2C(=O)C3C4C=CC(C4)C3C2=O)c1 (stereo not given)	3	102	-9	99	101	-12	-4	103	-4	102	97
CCN1CCSc2ccc(C(=O)Nc3ccc(NC(C)=O)cc3)cc21	-2	98	-6	98	106	-2	-5	103	-4	98	98
COc1cccc(C(=O)NN2C(=O)C3C4C=CC(O4)C3C2=O)c1 (stereo not given)	0	100	-11	101	102	0	0	105	-3	103	99
COCCNC(=O)CN1C(=O)CC(C)(C)S(=O)(=O)c2ccccc21	0	103	-7	104	102	-8	-8	107	-5	98	104
O=C(NCc1ccc2[nH]c3c(c2c1)CCCC3)c1ccc(S(=O)(=O)N2CCCCC2)cc1	18	102	20	101	103	5	16	105	4	99	97
Cn1c(Cn2c(=O)sc3ccccc32)nnc1SCC(=O)N1CCCc2ccccc21	-5	102	-3	100	105	-11	-4	104	-9	99	100
COc1ccc(-c2cn3c(C)c(C(=O)Nc4cc(NC(C)=O)ccc4OC)sc3n2)cc1	-2	100	-21	100	100	-9	-13	103	-6	100	101
CCn1c(SCC(=O)OC2CCCCC2)nnc1-c1ccncc1	-6	105	-1	104	104	-1	-4	103	-1	103	97
Cc1c(C#N)c(NC(=O)CCl)n(Cc2ccccc2)c1C	-4	97	-5	95	101	-4	-5	92	-2	94	92
O=S(=O)(c1ccccc1)c1cnc(-c2ccccc2)nc1N1CCCC1	2	94	-1	91	91	-5	2	95	0	95	93
Cc1cc(C(=O)NC(C)CCC(C)C)c2ccccc2n1 (stereo not given)	-1	96	5	97	94	2	0	99	1	99	98
COCCN(CC(=O)NCc1ccc(F)cc1)C(=O)CCC(=O)Nc1ccccn1	-5	101	-6	102	99	-5	-6	102	-1	103	99
CCCN(CCC)C(=O)C[n+]1cccc(/C=N/O)c1	-4	100	-13	100	98	-6	-5	104	-9	103	102
O=C(NC1CC2CCCC(C1)N2Cc1cccs1)c1ccc([N+](=O)[O-])cc1 (stereo not given)	5	97	-3	95	104	-4	-1	100	-1	97	97
Cc1ccc(C)c(NC(=O)c2cccc(Oc3ccc([N+](=O)[O-])cc3Cl)c2)c1	0	95	-5	96	99	-3	-3	101	-1	99	93
Nc1nc2ccc(Cl)cc2c2nc(-c3ccco3)nn12	1	/	0	/	/	0	-2	/	4	/	/
C=CCOC(=O)C1=C(C)NC(SCC)=C(C#N)C1c1ccc(Cl)cc1 (stereo not given)	0	101	-2	102	101	-1	0	102	1	101	99
COc1ccc(/C(C)=N/NC(=S)Nc2cc(C)ccc2C)cc1	1	97	-5	99	110	-2	0	100	-2	96	95

Record cards, as listed above.
O=C(Nc1ccc(N2CCCC2)c(Cl)c1)c1ccccc1[N+](=O)[O-] is listed as Bcl-W Bim block: -4; Rab2 wt GTP: 99; Bfl-1 Bim block: -1; HRas wt GTP bind: 102; Rab7 wt GTP bind: 100; Bcl-B Bim block: -6; Bim-Bcl-2: -4; Rac1 wt GTP bind: 104; Bim-Bcl-XL: -7; Cdc42 wt: 100; Rac1 mut GTP: 101
Nc1nc2ccc(Cl)cc2c2nc(-c3ccco3)nn12 is listed as Bcl-W Bim block: 1; Rab2 wt GTP: /; Bfl-1 Bim block: 0; HRas wt GTP bind: /; Rab7 wt GTP bind: /; Bcl-B Bim block: 0; Bim-Bcl-2: -2; Rac1 wt GTP bind: /; Bim-Bcl-XL: 4; Cdc42 wt: /; Rac1 mut GTP: /

Part of the list above in a different format:
Molecule,Bcl-W Bim block,Rab2 wt GTP,Bfl-1 Bim block,HRas wt GTP bind,Rab7 wt GTP bind,Bcl-B Bim block,Bim-Bcl-2,Rac1 wt GTP bind,Bim-Bcl-XL,Cdc42 wt,Rac1 mut GTP
COc1ccc(-c2cn3c(C)c(C(=O)Nc4cc(NC(C)=O)ccc4OC)sc3n2)cc1,-2,100,-21,100,100,-9,-13,103,-6,100,101
CCn1c(SCC(=O)OC2CCCCC2)nnc1-c1ccncc1,-6,105,-1,104,104,-1,-4,103,-1,103,97
Cc1c(C#N)c(NC(=O)CCl)n(Cc2ccccc2)c1C,-4,97,-5,95,101,-4,-5,92,-2,94,92
O=S(=O)(c1ccccc1)c1cnc(-c2ccccc2)nc1N1CCCC1,2,94,-1,91,91,-5,2,95,0,95,93
Cc1cc(C(=O)NC(C)CCC(C)C)c2ccccc2n1 (stereo not given),-1,96,5,97,94,2,0,99,1,99,98
COCCN(CC(=O)NCc1ccc(F)cc1)C(=O)CCC(=O)Nc1ccccn1,-5,101,-6,102,99,-5,-6,102,-1,103,99
CCCN(CCC)C(=O)C[n+]1cccc(/C=N/O)c1,-4,100,-13,100,98,-6,-5,104,-9,103,102
O=C(NC1CC2CCCC(C1)N2Cc1cccs1)c1ccc([N+](=O)[O-])cc1 (stereo not given),5,97,-3,95,104,-4,-1,100,-1,97,97
Cc1ccc(C)c(NC(=O)c2cccc(Oc3ccc([N+](=O)[O-])cc3Cl)c2)c1,0,95,-5,96,99,-3,-3,101,-1,99,93
Nc1nc2ccc(Cl)cc2c2nc(-c3ccco3)nn12,1,/,0,/,/,0,-2,/,4,/,/
C=CCOC(=O)C1=C(C)NC(SCC)=C(C#N)C1c1ccc(Cl)cc1 (stereo not given),0,101,-2,102,101,-1,0,102,1,101,99
COc1ccc(/C(C)=N/NC(=S)Nc2cc(C)ccc2C)cc1,1,97,-5,99,110,-2,0,100,-2,96,95

More results follow.
SMILES	Bcl-W Bim block	Rab2 wt GTP	Bfl-1 Bim block	HRas wt GTP bind	Rab7 wt GTP bind	Bcl-B Bim block	Bim-Bcl-2	Rac1 wt GTP bind	Bim-Bcl-XL	Cdc42 wt	Rac1 mut GTP
CC(Cc1cccs1)NC(=S)Nc1ccccc1 (stereo not given)	-6	96	0	97	95	-9	-2	103	-9	99	99
O=C1NC(c2ccncc2)Nc2ccccc21 (stereo not given)	4	103	-8	105	104	-7	-7	111	-1	102	101
O=C(Cn1cccc1C(=O)c1ccccc1)NCCN1CCCCCC1	-4	102	-11	105	103	-3	-4	111	-4	105	101
CC(=O)N1N=C(N)SC12CCCC2	2	100	-5	102	105	-1	1	97	-1	99	97
CN(C)/C=C(\C=N\OCc1ccc(Cl)cc1Cl)C(=O)Nc1ccc(Cl)c(Cl)c1	0	100	-11	99	98	-8	-5	100	-5	96	98
CCOC(=O)c1c(N)nn(C(C)=O)c1-c1ccccc1	0	99	0	98	99	-1	-3	97	-2	97	98
Cc1ccc2nc(N/N=C\c3ccc([N+](=O)[O-])o3)nc(-c3ccccc3)c2c1	0	96	-10	98	99	-8	-7	102	-5	95	95
COc1ccc(-n2nc([N+](=O)[O-])c(=NC3CCN(Cc4ccccc4)CC3)n2O)cc1	-2	98	-1	96	96	-6	-5	93	-6	94	94
C[n+]1ccc(/C=C/c2ccccc2O)c2ccccc21	5	92	19	94	91	1	2	94	3	90	89
O=C(NCCO)/C(=C/c1ccc(Br)cc1)NC(=O)c1cccs1	0	101	-16	101	100	-3	-6	106	-1	105	98
Cc1cc(=O)oc2c(CN(C)Cc3ccccc3)c(O)ccc12	4	103	-9	104	101	-4	0	106	-1	104	102
Nc1nnc(SCC(=O)Nc2cccc(S(N)(=O)=O)c2)s1	-5	97	-4	97	99	-18	-7	97	-5	96	96
Cc1nc2ccccn2c1C(=O)NN=C1CCCC1	0	96	-5	98	101	0	-3	102	-1	96	95
O=C(/C=C/c1ccc2c(c1)OCO2)Nc1nc(-c2ccc(F)cc2F)cs1	-3	96	2	99	103	-4	0	102	-2	103	99
COc1ccc(S(=O)(=O)N2CCCCC2)cc1NC(=O)c1ccc2ccccc2n1	-3	99	2	98	97	-5	0	99	-2	97	101
COC(=O)c1sc2nc3c(cc2c1N)C(=O)CC(C)(C)C3	-3	104	-1	103	101	-1	-3	108	0	105	100
S=c1[nH]nc(-c2ccncc2)n1Cc1ccco1	-3	104	-1	102	103	-7	0	103	3	102	100
COC(=O)c1cccc([N+](=O)[O-])c1CS(=O)(=O)c1ccc(C)cc1	-2	96	5	99	99	1	-2	100	-3	101	96
CCn1c(SCc2ccccc2)nnc1-c1ccc(S(=O)(=O)N2CCCCC2)cc1	-2	101	-16	104	99	-8	-10	106	-6	106	100
O=C(NCCc1ccc(Cl)cc1)c1n[nH]c2ccccc12	0	98	5	96	96	4	-1	99	1	100	98
CC(NC(=O)c1ccc([N+](=O)[O-])cc1[N+](=O)[O-])c1ccc(-c2ccccc2)cc1 (stereo not given)	-1	98	-2	100	103	-5	0	102	-7	98	97
CC1=CC(C)(C)Nc2ccc(OS(=O)(=O)c3ccc(C)cc3)cc21	7	96	3	97	95	-13	-3	102	-1	100	96
COc1ccc(CCNS(=O)(=O)c2ccc(S(=O)(=O)N3CCCC3)cc2)cc1OC	0	102	0	104	102	0	1	111	0	110	104
N#Cc1c2c(c[nH]c1=O)CCN2Cc1ccccc1	-27	101	-31	101	99	-42	-29	105	-27	102	98
CSCSC1=C(C#N)C(c2ccc(Cl)cc2)C(C(C)=O)=C(C)N1 (stereo not given)	-4	103	0	101	104	-9	-4	104	-8	101	100
COc1ccc(OC)c(NC(=O)COC(=O)c2ccc(S(=O)(=O)N3CCOCC3)cc2)c1	0	103	-15	102	104	-8	-7	103	-30	103	98

Screens as filed in PubChem.
